Compound activity deposited in PubChem BioAssay by several laboratories.
KKLEB cytotox: cytotoxicity in KKLEB CF airway cells, primary screen, cytotoxicity control for CF NF-kB inhibitor project, cell-based, uHTS, fluorescence assay plates. KKLEB CF airway cells viability, ATPlite luminescence, overnight; active compounds read low; cells stimulated with P. aeruginosa culture filtrate. activity change (cytotoxicity), % at 5 µM. 0.36% of 360,000 active. AID 602141, 2011;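 active = corrected activity change at or below -50% at 5 µM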
NR2E3 ag-1: inhibitors of NR2E3-RetCOR corepressor binding, primary screen, NR2E3 agonist project, biochemical, TR-FRET, GST-NR2E3, biotin-RetCOR | Photoreceptor-specific nuclear receptor (Homo sapiens), Q9Y5X4 | 1536-well | inhibition of corepressor binding, % at 4.78 µM | 0.12% of 320,000 active | AID 2300, 2010;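 active = percent inhibition above the cutoff of mean plus 3 SD of all tested compounds, set per screening campaign, cut at about 20% in these data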;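 note: 0% = DMSO wells and 100% = biotin wells as full block of FRET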
Target sequence (Q9Y5X4 whole entry, looked up): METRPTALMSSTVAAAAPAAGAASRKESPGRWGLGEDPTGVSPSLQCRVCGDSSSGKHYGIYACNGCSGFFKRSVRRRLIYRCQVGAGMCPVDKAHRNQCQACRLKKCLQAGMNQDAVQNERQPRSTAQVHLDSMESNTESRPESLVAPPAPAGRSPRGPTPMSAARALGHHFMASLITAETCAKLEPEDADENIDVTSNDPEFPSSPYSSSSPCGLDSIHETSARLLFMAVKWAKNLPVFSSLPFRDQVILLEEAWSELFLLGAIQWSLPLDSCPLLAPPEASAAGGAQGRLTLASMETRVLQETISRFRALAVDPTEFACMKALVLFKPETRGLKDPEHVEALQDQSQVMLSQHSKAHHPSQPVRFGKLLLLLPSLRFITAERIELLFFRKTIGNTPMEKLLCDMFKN
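Material: NR2E3–RetCOR corepressor complex / Amount: 1.35 nM GST-NR2E3 / Medium: Tris pH 7.5 / Compound: single nominal compound dose of 4.8 µM / Incubation: 5 h at 4 °C / Technique: TR-FRET, Eu(K)-anti-GST donor, streptavidin-D2 acceptor, ex 340, em 617/671 nm / Read-out basis: percent loss of FRET ratio relative to control wells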
Peg3 prom inh: Peg3 promoter-driven luciferase inhibitors, primary screen, cell-based, HeLa, luciferase luminescence | HeLa PEG-Prom luciferase reporter, overnight | inhibition, % at 20 µM | 1.7% of 360,000 active;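 active = inhibition of at least 50% at 20 µM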
CF NFkB inh: inhibitors of PAF-induced NF-kB signaling, primary screen, cell-based, GFP fluorescence, uHTS. AID 588850, 2011. 0.86% of 360,000 active. KKLEB NF-kB-GFP reporter, GFP fluorescence overnight. inhibition, % at 5 µM;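 active = at least 50% inhibition at 5 µM, scaled per plate between neutral and stimulator controls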;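 note: PAF is a Pseudomonas aeruginosa culture filtrate used as stimulus; plate controls were PAF-stimulated DMSO wells for no effect and unstimulated DMSO wells for full effect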
Shn3 inh set2: reduction of Shn3 3'UTR firefly luciferase signal, primary screen, Schnurri-3 inhibitor project, cell-based, Clone20 osteoblasts, set 2. Clone20 osteoblast Shn3 3'UTR firefly luciferase, 24 h. inhibition, % at 12.5 µM. 0.52% of 360,000 active;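 active = mean inhibition of at least 75% with every replicate also reaching 75%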;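 note: 0% = median of neutral control wells and 100% = pilot-screen positive control compound; some compounds past the cut are filed as inactive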
HIF-2a inh: HIF-2a reporter inhibitors, primary screen, luminescence, 786-0 RCC cells; inhibition, % at 18.8 µM; AID 624352, 2012; 0.72% of 360,000 active; 786-0 RCC cells HIF-2a reporter, luciferase luminescence, overnight;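 active = inhibition of the luminescence signal of 40% or more relative to plate controls, in a single-dose primary screen at 18.75 µM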
LMP1 NFkB inh: EBV LMP1-driven NF-kappaB luciferase reporter inhibitors, primary screen, cell-based, luminescence, single point; LMP1-induced NF-kappaB luciferase reporter cells; inhibition, % at 12.5 µM; 0.69% of 350,000 active; in the data active = inhibition above about 41%;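 note: 0% = neutral control wells and 100% = reference inhibitor control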
MITF TRPM1 inh: inhibitors of MITF-dependent TRPM1 promoter reporter, primary screen, cell-based, SK-MEL-5, single point, luciferase. inhibition, % at 12.5 µM. SK-MEL-5 TRPM1 promoter luciferase, 24 h. 0.83% of 330,000 active. AID 488899, 2010;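 active = mean inhibition across replicates of 60% or more, whatever share of single replicates reaches that level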; note: values of inactives mirror those of a sister screen read the other way
hiPSC survival: enhancers of single-cell hiPSC survival, primary screen, ATPlite luminescence. 100% = ROCK inhibitor wells, 0% = DMSO. survival enhancement, % at 20 µM. 0.044% of 360,000 active. AID 602274, 2012; in the data active = survival enhancement above about 18%;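 note: cells exposed to compounds for 16 hours before the ATP read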
NR2E3 ag-2: NR2E3 agonists in two-hybrid cells, primary screen, cell-based, luminescence, CHO-S, Gal4-NCOR/VP16-NR2E3. luciferase. inhibition of corepressor binding, % at 3.98 µM. 0.35% of 360,000 active. AID 602229, 2012;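 active = inhibition above the mean of all tested compounds plus 3 SD, cut at about 70% in these data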;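 note: 0% = DMSO with NR2E3 transfected cells and 100% = cells lacking NR2E3 construct; higher means lower luciferase signal from less NR2E3 corepressor binding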
C8 TRAIL sens: viability loss with TRAIL in NB7+C8 cells, primary screen, TRAIL sensitizer project, cell-based, ATPlite luminescence | inhibition (viability loss, TRAIL sensitization), % at 10 µM | 1% of 360,000 active | AID 624354, 2012;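 active = compounds causing at least 50% loss of cell viability in the single-dose screen, relative to plate controls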
* hit, by the source's call; · = no result given. This is a subset (hit frequency here may not be typical).

No.	compound	KKLEB cytotox	NR2E3 ag-1	Peg3 prom inh	CF NFkB inh	Shn3 inh set2	HIF-2a inh
1	Cc1cccc(Nc2nc(NCc3ccco3)nc(N)c2[N+](=O)[O-])c1	9	1	8	-2	3	12
2	Cc1cccc(CCNC(=O)Cn2ncc3c([nH]c4ccc(C)cc43)c2=O)c1	-5	1	13	14	10	10
3	Cc1nccn1CCc1nc(N)nc(N)n1	-6	0	2	8	3	5
4	CCOC(=O)c1c(NC(=O)CN2CCN(S(=O)(=O)c3cc(Cl)ccc3Cl)CC2)sc(C(=O)N(C)C)c1C	-27	·	26	31	22	22
5	C#Cc1ccc([C@@H]2C=C(C(=O)Nc3ccccc3)O[C@H](OCC)[C@H]2CCCO)cc1	0	3	19	-3	17	0
6	CCOc1ccc(C(=O)NCCO)cc1	-1	-1	-1	-3	-1	6
7	C[C@H](CO)N1C[C@H](C)[C@@H](CN(C)C(=O)NC2CCCCC2)Oc2c(cccc2N(C)C)C1=O	-7	·	-39	8	8	12
8	Cc1cccc(Sc2ccc([N+](=O)[O-])cc2[N+](=O)[O-])n1	8	-1	25	-6	-48	33
9	O=C(NCCc1c[nH]c2ccc(Cl)cc12)c1cccnc1	8	-1	3	0	11	-12
10	COc1cc(-c2cnc3c(NC=O)cc(-c4ccccc4)cn23)cc(OC)c1OC	-9	·	10	43	-2	-16
11	COc1ccc(NC(=O)N2CCC(c3nc4ccccc4[nH]3)CC2)cc1	17	4	5	-22	19	3
12	CCCS(=O)(=O)c1cn2cccc(N)c2c1S(=O)(=O)CCC	-3	4	-11	4	-15	14

No.	LMP1 NFkB inh	MITF TRPM1 inh	hiPSC survival	NR2E3 ag-2	C8 TRAIL sens
1	3	-4	0.0	-17	-2
2	8	7	-0.4	16	-2
3	-7	8	-0.1	8	18
4	2	46	-0.6	-21	25
5	2	9	-3.1	-14	80*
6	-6	-1	-3.0	-16	1
7	-2	-5	2.0	28	15
8	-4	1	-1.1	-10	-3
9	-4	5	-1.9	28	-10
10	·	·	-2.3	-27	-6
11	-1	4	1.6	-6	-6
12	-1	-11	3.8	10	-8

5 records picked at random from the list so far:
No.	compound	KKLEB cytotox	NR2E3 ag-1	Peg3 prom inh	CF NFkB inh	Shn3 inh set2	HIF-2a inh
9	O=C(NCCc1c[nH]c2ccc(Cl)cc12)c1cccnc1	8	-1	3	0	11	-12
2	Cc1cccc(CCNC(=O)Cn2ncc3c([nH]c4ccc(C)cc43)c2=O)c1	-5	1	13	14	10	10
4	CCOC(=O)c1c(NC(=O)CN2CCN(S(=O)(=O)c3cc(Cl)ccc3Cl)CC2)sc(C(=O)N(C)C)c1C	-27	·	26	31	22	22
12	CCCS(=O)(=O)c1cn2cccc(N)c2c1S(=O)(=O)CCC	-3	4	-11	4	-15	14
6	CCOc1ccc(C(=O)NCCO)cc1	-1	-1	-1	-3	-1	6

No.	LMP1 NFkB inh	MITF TRPM1 inh	hiPSC survival	NR2E3 ag-2	C8 TRAIL sens
9	-4	5	-1.9	28	-10
2	8	7	-0.4	16	-2
4	2	46	-0.6	-21	25
12	-1	-11	3.8	10	-8
6	-6	-1	-3.0	-16	1

More structures
No.	compound	KKLEB cytotox	NR2E3 ag-1	Peg3 prom inh	CF NFkB inh	Shn3 inh set2	HIF-2a inh
13	Cc1nc2ccc(NC(=O)CSc3nnc(C)s3)cc2[nH]1	-1	3	14	1	11	0
14	Cc1ccccc1-c1nn(-c2ccc(F)cc2F)cc1CNC1CC1	8	1	-1	-14	7	6
15	Cc1cc(C(C2C(=O)CC(C)(C)CC2=O)C2C(=O)CC(C)(C)CC2=O)cc(C)c1OC(F)F	2	2	17	-3	-9	13
16	CCCCCC1CC(CC(=O)NC(=S)Nc2ccccc2Cl)C(=O)O1 (configuration not stated)	7	-2	13	8	21	7
17	CCC(=O)Nc1ccc(Nc2ccccc2)cc1	-10	-3	-49	-2	-32	-53
18	CCCCc1ccc(CC2S/C(=C(\C#N)C(=O)N3CCOCC3)N(c3ccccc3)C2=O)cc1 (configuration not stated)	2	0	-1	0	-15	21
19	O=C(CCNC(=O)c1ccc(Cl)cc1)Nc1ccccc1N1CCCCC1	18	-1	13	-2	8	6
20	Nc1ccc(-c2nc3ccc(-c4nc5ccccc5o4)cc3[nH]2)cc1	-76*	3	73*	37	-31	-275
21	Cn1c(=O)c2[nH]c(N3CCOCC3)nc2n(-c2ccccc2)c1=O	0	0	19	-9	6	3
22	COc1ccccc1OCc1nnc(SCC(=O)c2cc(Cl)ccc2OC)o1	2	0	28	-2	13	8
23	CC1(CCl)N([O-])C2=C(CCCC2)[N+]1=O (configuration not stated)	8	-1	6	8	12	14
24	Cc1noc(C)c1COC(=O)c1cccc(N(C)C)c1	-8	-2	-3	2	16	-2

No.	LMP1 NFkB inh	MITF TRPM1 inh	hiPSC survival	NR2E3 ag-2	C8 TRAIL sens
13	-5	1	0.3	-16	-1
14	3	4	-1.2	-12	-3
15	-1	-3	-0.5	-2	-22
16	2	10	0.2	13	2
17	-9	-13	-0.7	-9	-2
18	-5	0	0.3	-21	-13
19	-8	-21	-0.5	-3	-17
20	-26	-42	-3.1	-62	5
21	-7	-5	-1.2	-17	2
22	-13	-11	-0.8	-52	-15
23	-3	-2	0.5	-13	-11
24	-5	-2	0.1	-5	-14

Continued:
No.	compound	KKLEB cytotox	NR2E3 ag-1	Peg3 prom inh	CF NFkB inh	Shn3 inh set2	HIF-2a inh
25	Cc1ccn2cc(CSc3ccccc3N)nc2c1	-17	5	-189	20	-3	-265
26	Cc1ccc(NS(=O)(=O)c2ccc(-c3coc(C)n3)cc2)c(Cl)c1	8	·	20	-5	-4	3
27	CCOCCCNCc1cc(Cl)ccc1OCC	-12	3	2	-6	-27	-3
28	COc1ccccc1/C=N/NC(=O)c1c(-c2ccccc2)noc1C	-5	-1	22	5	-13	7
29	Clc1ccccc1CN1CCN(/N=C/c2ccncc2)CC1	9	1	-7	1	55	6
30	O=[N+]([O-])c1cccc(-c2cc3ccccc3[nH]2)c1	14	2	-104	-29	-14	-158
31	COc1ccccc1-n1cc(C(=O)NCC(=O)N2CCN(c3ccccn3)CC2)c2ccccc2c1=O	-12	0	-87	11	-50	-99
32	COc1ccc(NCc2cc3cc(OC)ccc3[nH]c2=O)cc1	10	-3	-25	-27	0	-76
33	O=Nc1nc2ncccn2c1-c1ccccc1	12	·	5	-16	-29	-2
34	Cc1cccn2c(=O)c3cc(C(=O)NCc4ccccc4)c(=N)n(CCCN4CCOCC4)c3nc12	2	·	-11	-12	9	-13
35	CN1CCCN(C(=O)CC2(CC(=O)O)CCCCC2)CC1	3	-2	-5	-17	-4	20
36	CCOC(=O)c1c(=O)n(O)c2ccc(OC)cc2[n+]1[O-]	2	-5	6	-12	6	2

No.	LMP1 NFkB inh	MITF TRPM1 inh	hiPSC survival	NR2E3 ag-2	C8 TRAIL sens
25	-22	-107	-0.1	-118	3
26	4	·	-0.3	45	-7
27	-10	-14	-0.7	-30	8
28	-4	-5	-0.4	-5	-7
29	-2	3	-2.0	-11	35
30	-12	0	-0.4	-56	16
31	5	-25	-0.6	-71	23
32	2	-3	-0.9	-3	-3
33	-4	-1	-1.2	-33	-11
34	4	-12	2.0	-22	-11
35	-2	12	0.1	-20	-12
36	-1	-2	1.6	3	-6

Continued:
No.	compound	KKLEB cytotox	NR2E3 ag-1	Peg3 prom inh	CF NFkB inh	Shn3 inh set2	HIF-2a inh
37	CC(=O)NC12CC3CC(C)(C1)CC(NC(C)=O)(C3)C2	-1	-1	5	-9	-43	11
38	COc1cc(/C=N\Nc2nc(-c3ccc(C)cc3)c(NC(C)=O)s2)ccc1O	17	0	-25	-7	-6	-9
39	CCOc1ccc(-c2cc(C)n3nc(C(N)=O)cc3n2)cc1	4	1	7	32	19	20
40	O=C(CNS(=O)(=O)c1ccc(F)c(Cl)c1)N1CCCC1	-8	1	3	-10	-5	17

No.	LMP1 NFkB inh	MITF TRPM1 inh	hiPSC survival	NR2E3 ag-2	C8 TRAIL sens
37	-4	2	0.4	-20	-4
38	3	-13	-0.8	0	-5
39	13	4	2.0	1	12
40	0	2	0.7	-15	-1
